Assay outcomes (PubChem)
HPDE-C7K KRASV12 – cytotoxicity in KRAS-transformed pancreatic duct cells, primary screen, cell-based, fluorescence, HTS (AID 431); cytotoxicity, % at 10 µM; hits with a dose series show EC50 in µM; HPDE-C7K KRASV12 cells, Alamar Blue viability, 48 h; higher % means a stronger effect; 63,000 tested, 1.7% active;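 active = compounds whose percent cytotoxicity in the single-dose primary screen, scaled between solvent and toxic-drug controls, exceeds 50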;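 also: 0% = DMSO solvent wells and 100% = doxorubicin-treated wells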
Spn DPM-DC inh – S. pneumoniae DPM-DC inhibitors, primary screen, biochemical, PK/LDH-coupled NADH fluorescence; purified DPM-DC; calls only at 10 µM; 65,000 tested, 0.49% active;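 active = the 320 compounds with the highest percent inhibition in the single-dose primary screen, excluding strongly autofluorescent ones, cut at about 32% in these data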;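 also: kinetic rate of NADH fluorescence loss reporting ADP formed by the decarboxylase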
Alkaline phosphatase – human TNAP enzyme inhibitors, biochemical, luminescent (AID 518). Alkaline phosphatase, tissue-nonspecific isozyme (Homo sapiens). purified TNAP enzyme, luminescent substrate readout; higher % means a stronger effect. inhibition, % at 20 µM; hits with a dose series show IC50 in µM. 64,000 tested, 0.09% active; in the data active = a potency from the dose series; inactive = the rest, 99 in 100 with inhibition below about 22%;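 also: plate controls were vehicle for no effect and reference inhibitor for full effect; many of its hits are not listed in these tables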
HT1080 cytotoxicity – cytotoxicity in HT1080 fibrosarcoma cells, cell-based, fluorescence readout (AID 620); HT1080 viability, fluorescence; higher % means a stronger effect; cytotoxicity, % at 10 µM, or EC50 in µM where a hit was titrated; 87,000 tested, 0.42% active;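 also: cells exposed to compound overnight then 4 h with Alamar Blue; 0% = vehicle DMSO and 100% = killing control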
HPDE-C7 viability – cytotoxicity in HPDE-C7 cells, cell-based, fluorescence, HTS (AID 430). cytotoxicity, % at 10 µM; hits with a dose series show EC50 in µM. HPDE-C7 pancreatic duct cells viability, fluorescence; higher % means a stronger effect. 63,000 tested, 1.8% active;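 also: cells exposed to compound for 48 hours before viability readout; 0% = vehicle and 100% = reference cytotoxic drug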
Bfl-1 displacement – Bfl-1 inhibitors, primary screen, biochemical, fluorescence polarization, FITC-Bid, mouse (AID 432); 64,000 tested, 0.02% active; FITC-Bid BH3 peptide fluorescence polarization displacement; higher % means a stronger effect; displacement, % at 20 µM, or IC50 in µM where a hit was titrated; Bcl-2-related protein A1 (Mus musculus); in the data active = a potency from the dose series; inactive = the rest, 99 in 100 with displacement below about 15%; also: strong numbers were not always called active
PMK inhibit – S. pneumoniae PMK inhibitors, primary screen, biochemical, mevalonate pathway, pilot trial included; phosphomevalonate kinase (Streptococcus pneumoniae D39); purified PMK, PK/LDH-coupled NADH absorbance 340 nm; inhibition, % at 10 µM; 65,000 tested, 0.49% active; AID 539, 2006;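 active = top-ranked compounds by inhibition in the single 10 µM screen, taking a fixed number of the strongest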;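 also: 0% = full reaction with DMSO carrier and 100% = background rate without enzyme reaction; no value below 0 was filed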
LYP phosphatase – LYP phosphatase inhibitors, primary screen, biochemical, DiFMUP fluorescence, recombinant catalytic domain, 10 µM (AID 606); Tyrosine-protein phosphatase non-receptor type 22 (Homo sapiens); recombinant LYP catalytic domain, DiFMUP fluorescence; higher % means a stronger effect; one-dose inhibition, % at 10 µM; IC50 in µM for titrated hits; 52,000 tested, under 10 active;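 active = IC50 under 40 µM in the dose-response test; inactive = IC50 of 40 µM or more, or never dose-tested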
Spn MK inh – S. pneumoniae MK inhibitors, primary screen, biochemical, PK/LDH-coupled NADH absorbance; purified MK, PK/LDH-coupled NADH absorbance 340 nm; inhibition, % at 10 µM; 65,000 tested, 0.48% active; mevalonate kinase [Streptococcus pneumoniae D39];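 active = ranked among the strongest by inhibition in the single 10 µM screen, a fixed top-ranked set picked for dose follow-up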; also: no value below 0 was filed
PMK inhibit pilot replicates – second read-out of PMK inhibit, no call of its own (marks repeat the call); inhibition, %; measured here: pilot screen replicates
Spn MK inh pilot replicates – also measured in Spn MK inh; calls as there; inhibition, %; measured here: pilot screen replicates
Spn DPM-DC inh pilot screen % – also measured in Spn DPM-DC inh; calls as there; inhibition, %; measured here: pilot screen trials
* = called active by the depositor; i = inactive; / = no result given; + = active, no number. Rule as the data show it, unless noted: active = cytotoxicity above about 50%; inactive = the rest.

SMILES | HPDE-C7K KRASV12 | Spn DPM-DC inh | Alkaline phosphatase | HT1080 cytotoxicity | HPDE-C7 viability | Bfl-1 displacement | PMK inhibit | LYP phosphatase | Spn MK inh | others
Cc1cc(NS(=O)(=O)c2ccc(NC(=O)c3ccco3)cc2)no1 | 6% | i | 5% | -10% | -2% | -5% | 2 | / | 0
CC1Cc2ccccc2N1C(=O)CSc1nnnn1-c1ccc2c(c1)OCCO2 (stereo not drawn) | 2% | i | 8% | -9% | -6% | -2% | 12 | 8% | 8
N#Cc1nc(Cc2ccccc2)oc1NCCCn1ccnc1 | -17% | i | 6% | 23% | -18% | -3% | 16 | / | 12
CCOC(=O)c1ccc(NC(=O)C2C3CCC(C3)C2C(=O)O)cc1 (stereo not drawn) | -21% | i | 6% | 2% | -8% | -1% | 3 | 15% | 2
Clc1ccc(OCc2nc(-c3ccccn3)n[nH]2)cc1 | 48% | i | 13% | 0% | 42% | 2% | 20 | / | 0
CCc1nc(N2CCCCC2)c2oc3ccccc3c2n1 | -57% | i | 10% | -23% | -48% | -8% | 12 | 1% | 15
CCCCOc1ccc(C2(C(=O)O)CCCC2)cc1 | -11% | i | 3% | -9% | -9% | 0% | 0 | 3% | 7
COc1ccc(CCn2nnnc2C(c2ccccc2)N2CCN(C)CC2)cc1OC (stereo not drawn) | -14% | i | 3% | 6% | -14% | -9% | 18 | 8% | 8
C[n+]1cccc(CNC(=O)/C=N/O)c1 | -24% | i | 16% | 6% | -15% | -6% | 8 | / | 0
CC1(C)Cc2ccccc2-c2c1c(=O)n(-c1ccccc1)c1nnnn21 | -7% | i | 8% | -11% | 0% | 0% | 0 | -4% | 6
Cc1n[nH]c(C)c1C(=O)CC1(O)C(=O)N(CCc2ccccc2)c2ccc(Cl)cc21 (stereo not drawn) | 17% | i | 0% | 4% | 12% | 1% | 5 | 3% | 0
O=C(NCCNC(=O)c1ccco1)c1cccc(F)c1 | -8% | i | 6% | 2% | -14% | -3% | 4 | 5% | 0
O=C1OC(N2CCN(C(=O)c3ccco3)CC2)c2ccccc21 (stereo not drawn) | 0% | i | 14% | 8% | -12% | -6% | 9 | 4% | 0
CC1Cn2c(CCc3ccccc3)nnc2S1 (stereo not drawn) | -15% | i | 0% | 0% | -13% | 2% | 7 | 3% | 4
O=C(CSc1ncccc1-c1nc2ccccc2[nH]1)N1CCCCC1 | -3% | i | 17% | 2% | 8% | -2% | 17 | 11% | 6
Cc1ccc2c(N)c(C)ccc2c1 | 1% | / | 9% | 12% | -10% | -4% | 11 | / | 9
CCOC(=O)C1CCCN(CCC(=O)Nc2ccc3c(c2)CCC3)C1 (stereo not drawn) | -20% | i | 6% | 16% | -12% | -12% | 11 | 8% | 0
CCOC(=O)c1[nH]c(C)c(C(=O)Nc2cccc(Cl)c2C)c1C | 33% | i | 1% | 34% | 44% | 2% | 13 | 7% | 3
C1=C(CCNc2nnnn2-c2ccccc2)CCCC1 | 0% | i | 14% | -1% | 2% | -1% | 10 | / | 2
CC(C)OC(=O)CSc1nnc(Cc2ccccc2)n1Cc1ccco1 | 28% | i | 0% | -8% | 1% | 3% | 1 | / | 11 | PMK inhibit pilot replicates=7.0;Spn MK inh pilot replicates=0.5;Spn DPM-DC inh pilot screen %=1.0
CCOC(=O)CN1Cc2cccc(C(=O)O)c2C1=O | 7% | i | 7% | -1% | 2% | -2% | 0 | -6% | 2
CCOC(=O)c1c(C)n(C)c2ccc(OC)c(NC(=O)CN3CCN(C(=O)c4ccco4)CC3)c12 | -9% | i | 5% | 4% | -7% | -4% | 9 | 4% | 0
O=c1c2c(nc3cc(-c4ccccc4)[nH]n13)CCC2 | 0% | i | -5% | 2% | -8% | -5% | 10 | -1% | 6
CCOc1ccc(N(Cc2cc3cc(OC)ccc3[nH]c2=O)S(C)(=O)=O)cc1 | / | i | 5% | 15% | / | -1% | 5 | 4% | 4
O=C(c1ccccc1)N1CCN(CC(O)COCC2CC=CCC2)CC1 (stereo not drawn) | 0% | i | -2% | -10% | -9% | 0% | 7 | -8% | 5
Remaining list, next part
SMILES | HPDE-C7K KRASV12 | Spn DPM-DC inh | Alkaline phosphatase | HT1080 cytotoxicity | HPDE-C7 viability | Bfl-1 displacement | PMK inhibit | LYP phosphatase | Spn MK inh | others
Cc1cc(C(=O)NCc2ccccc2Br)no1 | -11% | i | -5% | / | 3% | 9% | 5 | 12% | 1
O=C(NCCCc1ccccc1)c1ccc(Br)o1 | 3% | i | 8% | -8% | -2% | -10% | 0 | 3% | 10
Cc1cc(C)n(C/C=C/Cn2nc(C)cc2C)n1 | 13% | i | 5% | 0% | 0% | -1% | 0 | 0% | 0
CCOC(=O)c1nc(N)c(C(=O)OCC)[nH]1 | -11% | / | 12% | -4% | -11% | -5% | 0 | 3% | 6
O=C(O)Cn1nc(-c2ccccc2)c2ccccc2c1=O | -18% | i | 3% | -3% | -9% | -3% | 4 | -26% | 19
O=C(Nc1ccc2c(c1)CCC2)c1cnccn1 | -24% | i | 10% | 1% | -30% | -4% | 8 | 11% | 4
O=C(Nn1cnnc1)c1ccncc1 | -6% | i | 3% | 36% | 0% | -2% | 3 | 3% | 9
COC(=O)Nc1ccc(OC)c(OC)c1 | -10% | i | 6% | 1% | -17% | 0% | 0 | 14% | 2
COc1ccccc1Oc1c(C)oc2c(CN3CCN(CCO)CC3)c(O)ccc2c1=O | 12% | / | 6% | 13% | 1% | -12% | 7 | 10% | 0
Cc1ccc(-n2nnc3c(SCC(=O)N4CCN(c5ccccc5)CC4)ncnc32)cc1 | 11% | i | 6% | 1% | 33% | 0% | 0 | 2% | 2
Cc1ccc2[nH]c(-c3ccccc3)c(CN3CCN(C)CC3)c(=O)c2c1 | -10% | i | 3% | / | -9% | -8% | 0 | 8% | 7
COc1ccc(Cl)cc1C(=O)NCC(C)C | -7% | i | 7% | -2% | -12% | -4% | 14 | / | 5
COc1ccc(OC)c(C2C(C(=O)Nc3ccccc3OC)=C(C)Nc3nc(CCCO)nn32)c1 (stereo not drawn) | -2% | i | 11% | -4% | -2% | 1% | 20 | 7% | 2
CC1Cc2ccccc2N1C(=O)CCS(=O)(=O)c1cccs1 (stereo not drawn) | -3% | i | 4% | -10% | -6% | -8% | 6 | / | 15
COc1ccc(C2C3=C(N=C4SCC(=O)N42)c2ccccc2CC3)cc1OC (stereo not drawn) | 20% | i | 7% | -6% | 19% | -9% | 4 | -2% | 5
O=c1[nH]n(CC2COC3(CCCCC3)O2)c(=O)c2ccccc12 (stereo not drawn) | 7% | i | 4% | 8% | 7% | -6% | 13 | 6% | 8
CCOC(=O)C1C(=O)NCC2CCCC21 (stereo not drawn) | -1% | i | 2% | 8% | -1% | -4% | 9 | 0% | 9
O=C(CN(c1ccccc1)S(=O)(=O)c1ccccc1)N1CCN(Cc2ccc3c(c2)OCO3)CC1 | -19% | i | 10% | -7% | -20% | -6% | 1 | 11% | 8 | PMK inhibit pilot replicates=3.0;Spn MK inh pilot replicates=0.0;Spn DPM-DC inh pilot screen %=0.5
Cc1ccccc1CSCC(=O)NC(=O)NC(C)(C)C | 5% | i | 8% | -2% | 14% | -2% | 13 | 9% | 10
CCc1nnc(NC(=O)CSc2nnc(COc3ccccc3)n2Cc2ccccc2)s1 | 19% | + | 10% | -6% | 2% | -11% | 12 | 6% | 10
Cn1nnc(NC(=O)c2ccco2)n1 | 0% | i | 10% | 7% | 8% | -6% | 10 | / | 4
Cc1ccc(-c2nc(N)n(C(=O)Cc3ccccc3)n2)cc1 | -1% | i | 10% | 8% | -2% | -1% | 7 | 0% | 7
CC(C)(C)OC(=O)NCC(=O)NCC(=O)OCc1ccccc1 | 5% | i | 4% | -3% | 0% | 1% | 13 | 12% | 0
O=C1CCSc2cccc3cccc(c23)N1 | 12% | i | 14% | 27% | 10% | -6% | 8 | -3% | 1

A draw from above in order of length of the SMILES, rising:
SMILES | HPDE-C7K KRASV12 | Spn DPM-DC inh | Alkaline phosphatase | HT1080 cytotoxicity | HPDE-C7 viability | Bfl-1 displacement | PMK inhibit | LYP phosphatase | Spn MK inh | others
O=C(Nn1cnnc1)c1ccncc1 | -6% | i | 3% | 36% | 0% | -2% | 3 | 3% | 9
Cn1nnc(NC(=O)c2ccco2)n1 | 0% | i | 10% | 7% | 8% | -6% | 10 | / | 4
CCOC(=O)C1C(=O)NCC2CCCC21 (stereo not drawn) | -1% | i | 2% | 8% | -1% | -4% | 9 | 0% | 9
COc1ccc(Cl)cc1C(=O)NCC(C)C | -7% | i | 7% | -2% | -12% | -4% | 14 | / | 5
O=C(NCCCc1ccccc1)c1ccc(Br)o1 | 3% | i | 8% | -8% | -2% | -10% | 0 | 3% | 10
CCOC(=O)c1nc(N)c(C(=O)OCC)[nH]1 | -11% | / | 12% | -4% | -11% | -5% | 0 | 3% | 6
Cc1ccccc1CSCC(=O)NC(=O)NC(C)(C)C | 5% | i | 8% | -2% | 14% | -2% | 13 | 9% | 10
O=C(O)Cn1nc(-c2ccccc2)c2ccccc2c1=O | -18% | i | 3% | -3% | -9% | -3% | 4 | -26% | 19
CC1Cc2ccccc2N1C(=O)CCS(=O)(=O)c1cccs1 (stereo not drawn) | -3% | i | 4% | -10% | -6% | -8% | 6 | / | 15
Cc1ccc(-c2nc(N)n(C(=O)Cc3ccccc3)n2)cc1 | -1% | i | 10% | 8% | -2% | -1% | 7 | 0% | 7
O=c1[nH]n(CC2COC3(CCCCC3)O2)c(=O)c2ccccc12 (stereo not drawn) | 7% | i | 4% | 8% | 7% | -6% | 13 | 6% | 8
Cc1ccc2[nH]c(-c3ccccc3)c(CN3CCN(C)CC3)c(=O)c2c1 | -10% | i | 3% | / | -9% | -8% | 0 | 8% | 7
COc1ccccc1Oc1c(C)oc2c(CN3CCN(CCO)CC3)c(O)ccc2c1=O | 12% | / | 6% | 13% | 1% | -12% | 7 | 10% | 0
Cc1ccc(-n2nnc3c(SCC(=O)N4CCN(c5ccccc5)CC4)ncnc32)cc1 | 11% | i | 6% | 1% | 33% | 0% | 0 | 2% | 2
COc1ccc(OC)c(C2C(C(=O)Nc3ccccc3OC)=C(C)Nc3nc(CCCO)nn32)c1 (stereo not drawn) | -2% | i | 11% | -4% | -2% | 1% | 20 | 7% | 2
